Assay outcomes deposited in PubChem BioAssay by several laboratories.
CCHFV vOTU inh – blocks the CCHF virus ovarian tumor domain protease; CCHFV vOTU protease, Pep-AMC fluorescence; inhibition, % at 11.5 µM; actives 0.55% (n = 370,000); AID 651958; in the data active means inhibition above about 30%; further: 0% = vehicle wells with enzyme and 100% = no enzyme wells
TcdB GH inh – blocks C. difficile toxin B glycohydrolase activity. P18177. TcdB glycohydrolase enzymatic assay, plate reader. inhibition, % at 9.99 µM. actives 0.24% (n = 350,000). AID 652162; in the data active means inhibition above about 10%
PrPC surface inh – reduces human prion protein on the cell surface; P04156; cell surface PrPC, TR-FRET read-out; inhibition, % at 13.8 µM; actives 0.43% (n = 370,000); AID 720596; in the data active means inhibition above about 24%; further: 0% = median of the test wells and 100% = reference compound wells
SSB-PriA inh – K. pneumoniae PriA-SSBct interaction inhibition; AID 1272365; inhibition, % at 33 µM; actives 0.6% (n = 430,000); AlphaScreen SSBct-PriA binding, biotinylated peptide; in the data active means inhibition mostly above about 37%, no sharp cut-off; inactive means mostly below about 20%;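 further: plate controls were negative control peptide for no effect and reference peptide for full effect; strong numbers were not always called active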
SARS 3CLpro inh – SARS-CoV 3CLpro protease inhibition; P0C6X7; recombinant SARS-CoV 3CLpro, quenched FRET peptide cleavage; inhibition, % at 6 µM; actives 0.14% (n = 290,000); AID 1706; in the data active means inhibition above about 12%
MazF activator – MazEF (E. coli) toxin RNase activation; actives 0.32% (n = 350,000); activation, % at 20 µM; AID 504720; FAM/BHQ RNA-DNA oligo cleavage fluorescence, 5 h; in the data active means activation above about 50%
Target sequence (P0AE70 whole entry, looked up): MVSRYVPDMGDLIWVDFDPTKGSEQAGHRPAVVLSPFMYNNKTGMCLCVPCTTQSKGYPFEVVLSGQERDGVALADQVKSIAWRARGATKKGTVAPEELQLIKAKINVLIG
Yp Topo-I inh – blocks Yersinia pestis topoisomerase I activity | Y. pestis Topo-I cleavage product accumulation, plate reader | activity, % at 10 µM | actives 0.064% (n = 360,000) | AID 504884; in the data active means activity above about 50%, passing the limit was not always enough; inconclusive means no clear call, values can overlap the other calls; further: inactives centre near 2
BH1578 lux ind – induces V. cholerae light production without autoinducers | activation, % at 18.7 µM | actives 0.16% (n = 350,000) | V. cholerae BH1578 lux reporter, luminescence, 6 h; in the data active means activation mostly above about 9.7%, no sharp cut-off; inconclusive means no clear call, values can overlap the other calls; inactive means mostly below about 3.7%; further: not every result past the cut was called active; inactives centre near 0; reference of the scale not given here
DUSP3 inh – inhibitors of human VHR1 phosphatase (DUSP3) | recombinant VHR phosphatase, pNPP absorbance | inhibition, % at 13.3 µM | actives 0.52% (n = 290,000) | AID 1654; in the data active means inhibition above about 50%; further: some compounds called inactive have numbers as strong as hits
Target sequence (P51452 whole entry, looked up): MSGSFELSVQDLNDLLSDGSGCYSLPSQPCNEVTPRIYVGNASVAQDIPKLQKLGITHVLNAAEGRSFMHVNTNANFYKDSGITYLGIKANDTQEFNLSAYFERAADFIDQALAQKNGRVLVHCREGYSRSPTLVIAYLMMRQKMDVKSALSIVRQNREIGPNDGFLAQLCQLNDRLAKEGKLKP
Rv3671c protease – Rv3671c (M. tuberculosis) protease inhibition | actives 0.048% (n = 320,000) | P9WHR9 | inhibition, % at 5.96 µM | AID 2606; in the data active means inhibition above about 38%;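 further: extracellular domain of Rv3671c used as enzyme; 0% = enzyme with DMSO and 100% = no enzyme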
Target sequence (P9WHR9 whole entry, looked up, the tested form may be a part): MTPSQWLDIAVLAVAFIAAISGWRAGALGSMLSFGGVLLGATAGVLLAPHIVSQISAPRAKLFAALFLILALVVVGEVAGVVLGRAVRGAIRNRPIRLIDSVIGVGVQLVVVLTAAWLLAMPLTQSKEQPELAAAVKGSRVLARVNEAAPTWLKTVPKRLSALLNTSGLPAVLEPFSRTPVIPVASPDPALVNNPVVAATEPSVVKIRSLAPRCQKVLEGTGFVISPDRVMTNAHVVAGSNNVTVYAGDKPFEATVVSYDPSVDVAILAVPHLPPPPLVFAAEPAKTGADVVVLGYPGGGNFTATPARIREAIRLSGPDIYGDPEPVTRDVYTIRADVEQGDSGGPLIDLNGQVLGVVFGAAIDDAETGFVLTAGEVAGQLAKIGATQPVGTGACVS
Active calls of the source: *; i = inactive; ? = inconclusive; / = no result given; & = joins results of further samples. A portion of the library (hit frequency here may not be typical).

Every second line gives: MazF activator	PrPC surface inh	Rv3671c protease	Yp Topo-I inh	CCHFV vOTU inh	BH1578 lux ind	SSB-PriA inh	DUSP3 inh	SARS 3CLpro inh	TcdB GH inh
NC(=O)CSCc1c(Cl)cccc1Cl
  6	-2	0	8	-11	0.0	-8	4	-1	2.3
COc1cc2[nH]c(=S)n(Cc3ccco3)c(=O)c2cc1OC
  8	-2	5	9	8	i	-4	2	0	/
O=C(NNc1nc2c(F)cccc2s1)C1COc2ccccc2O1 (stereo unspecified)
  6	11	2	9	1	i	-3&-16	6	2	-0.8
CC[C@@]12C(=O)N(c3cccc(Br)c3)C(=O)N1[C@H](c1ccc(OC)cc1)[C@@H]1C(=O)N(C(C)(C)C)C(=O)[C@@H]12
  6	-5	1	3	-3	i	3	/	/	2.3
O=C(NNc1ccccc1)C(=O)NNS(=O)(=O)c1ccc(CCCl)cc1
  -23	27*	1	4	7	i	-12	20	4	-6.5
COc1ccc(CCC(=O)N2CCN(c3cccc(C)c3C)CC2)cc1
  -3	0	-5	35	10	i	34	31	4	0.3
Cc1ccc(S(=O)(=O)N2CCCCC2)cc1NC(=O)Cn1cnnn1
  5	-7	-8	-5	-2	-0.3	-13	9	-1	1.1
Cc1cc(=O)c(C(=O)Nc2cccc(C(=O)NC3CC3)c2)nn1-c1ccccc1Cl
  -1	-10	-16	3	2	-5.7	-19	/	/	0.5
CC1(C)Cc2ccccc2-c2nnc(SCC(=O)Nc3ccc4c(c3)OCO4)n21
  -4	26*	1	15	2	-0.5	6	-13	-2	/
COc1ccc(CCNc2oc(COc3ccccc3F)nc2C#N)cc1
  -7	6	-2	31	-1	-0.3	30	-11	0	/
O=C1Oc2ccccc2C(=O)/C1=C/N1CCN(c2ccccc2F)CC1
  6	7	9	-1	5	1.6	-3	2	4	1.4
CC(=NNC(=O)CCC(=O)Nc1ccccc1Cl)c1ccco1
  0	1	-3	1	-9	i	-11	/	/	0.7
O=C(NCCC1=CCCCC1)C1CCN(S(=O)(=O)c2ccc(Br)s2)CC1
  1	13	0	28	22	-0.3	-8	17	-3	/
O=C(Cc1ccc(N(CCCl)CCCl)cc1)NC(Cc1ccc(Cl)cc1)C(=O)O (stereo unspecified)
  1	-4	8	7	11	-0.6	4	9	-6	-1.6
c1ccc(-n2nnnc2SCc2ccccn2)cc1
  -5	1	-5	-1	-5	i	-13	-15	-7	/
Cc1ccnc(NS(=O)(=O)c2ccc(NC(=O)Cc3c(F)cccc3Cl)cc2)n1
  7	-1	1	7	-1	i	4	0	1	0.1
COc1ccc(C(=O)N/N=C(\C)c2ccc3c(c2)C2C=CCC2C(c2ccccc2)N3)cc1 (stereo unspecified)
  8	/	-2	0	/	-3.3	/	13	1	/
CCOC(=O)c1sc(NC(=O)c2cccc(S(=O)(=O)N3c4ccccc4CC3C)c2)cc1C (stereo unspecified)
  4	-1	-2	-5	9	i	-7	2	5	0.2
Nc1c2c(nc3sc4c(c13)CCCC4)-c1ccccc1CC2
  10	2	9	-7	-5	i	-5	21	-2	1.2
COc1ccc(C(=O)CC(=O)c2ccccc2O)cc1OC
  1	-10	0	-4	-16	-0.3	16	-12	2	2.1
Cc1[nH][nH]c(=O)c1C(c1ccc(N(C)C)c(Br)c1)c1c(C)[nH][nH]c1=O
  0	-7	-8	6	12	i	-10	9	5	-0.8
COc1cc(C)ccc1S(=O)(=O)NC(=O)C1(C)CCN1C(=O)c1ccc(C(F)(F)F)nc1C (stereo unspecified)
  /	1	/	7	10	-0.4	/	/	/	0.2
COCCN(Cc1cc2cc(C)ccc2nc1Cl)C(=O)Nc1ccccc1OC
  3	4	5	5	2	i	-3	8	0	1.2
CCCS(=O)(=O)c1c(S(=O)(=O)CCC)c2ccccn2c1C(=O)OC
  5	-6	-8	-11	-5	-0.3	-3	4	7	/
O=C(NCc1ccccn1)C1CN(S(=O)(=O)c2ccccc2)CCN1S(=O)(=O)c1ccccc1 (stereo unspecified)
  10	-2	6	9	-12	-0.4	-11	33	7	1.3
Cc1ccc(-n2nnc(-c3cc4ccccc4nc3Cl)n2)cc1
  -3	-1	7	9	-6	-0.2	-8	3	3	0.7
O=C(CNC(=O)OCc1ccccc1)OC(c1ccccc1)c1ccccc1
  -2	-6	/	?	3	i	-11	/	/	0.8
CC(C)COC(=O)c1ccc(NC(=O)C2C3C=CC(C3)C2C(=O)O)cc1 (stereo unspecified)
  0	0	2	-4	12	i	-9	22	-3	/
COC(=O)c1c(C(=O)OC)c(-c2ccc(C(C)(C)C)cc2)n2c1CS(=O)C2 (stereo unspecified)
  -1	5	-1	3	8	-0.2	7	27	3	0.2
Cc1ccccc1OCCN=Cc1c(O)n(C)c(=O)n(C)c1=O
  1	11	0	-4	-1	-0.9	-14	24	-8	/
COc1ccc(CCNC(=O)CSc2ccc(-c3ccncc3)nn2)cc1
  0	-6	0	2	-4	-0.4	-6	10	-2	-0.4
CCc1nc2c(cnn2-c2ccc(Cl)cc2)c(=O)n1-c1ccc(OC)cc1
  4	1	6	7	-3	i	-14	-4	5	/
Cn1ncc(Cl)c1C(=O)NCC1CCCO1 (stereo unspecified)
  7	2	-9	2	-3	-0.8	-24	15	-3	0.9
CCN(CC)S(=O)(=O)c1cccc(NC(=O)C2SC(=Nc3ccc(C)cc3C)C(C(=O)NCC3CCCO3)=C2N)c1 (stereo unspecified)
  -8	-1	-15	-5	1	i	6	-36	3	/
CC(C)c1cc(NC(=O)CCl)on1
  8	-5	-2	-3	7	-0.2	-2	0	-1	0.7
NC(=O)C(c1ccc(Cl)cc1)c1ccc(Sc2ccccc2)nn1 (stereo unspecified)
  3	10	-5	9	6	-0.1	-3	26	5	/
N#CCCN(Cc1cccs1)C(=O)c1ccc(Cl)cc1
  -7	-1	0	-2	-4	-0.6	-9	17	2	0.0
Cc1[nH]c2ccccc2c1C(=O)C(=O)NCCOc1ccccc1
  3	2	-5	-8	-7	-1.6	-20	6	3	1.3
COc1cc(Cl)ccc1S(=O)(=O)n1nc(C)cc1C
  -1	-4	-7	1	4	-0.7	-10	26	-4	/
O=C(CSc1nnc(-c2ccccc2F)o1)N1CCCC1
  -5	-5	7	-10	1	i	-17	34	0	2.3
Nn1c(SCc2cccc3ccccc23)nnc1-c1ccco1
  3	1	3	5	-1	4.2	15	22	-2	/
O=C(COC(=O)c1ccccn1)NCCc1ccc(Cl)cc1
  -9	0	4	4	2	i	-3	/	/	3.0
O=C(C1CCCN(Cc2ccccc2F)C1)N1CCCCC1 (stereo unspecified)
  4	3	0	-2	-8	i	-11	-2	-1	0.7
CSc1ncccc1C(=O)NNc1cc(Cl)ccc1Cl
  -2	/	0	2	/	-0.4	-1	-18	-1	/
CCSc1nnc(-c2cccnc2)n1Cc1ccco1
  4	-6	0	-5	-12	-2.8	-6	19	4	/
Cc1cc(/C=C2\SC(=S)N(Cc3ccco3)C2=O)c(C)n1-c1ccccc1
  -77	1	-11	-7	3	-0.4	6	-1	5	/
COc1ccc(-c2csc(C(C)(O)c3ccccc3)n2)cc1 (stereo unspecified)
  /	-2	/	11	7	i	/	/	/	1.1
O=C(CC(=O)N/N=C\c1ccccc1)NCCc1ccccc1
  4	-5	-3	-14	8	0.8	/	-40	-3	1.6
COC(=O)C1=C(c2ccc(OC)c(OC)c2)C[C@@H]2CC[C@H]1N2C(=O)N1CCC(O)CC1
  1	-1	-6	0	-11	i	1	/	/	5.9
Cc1cccc(-c2nnc3n2N=C(c2ccc(Br)cc2)CS3)c1
  -10	/	-9	/	/	/	-8	13	/	/

Continued.
Every second line gives: MazF activator	PrPC surface inh	Rv3671c protease	Yp Topo-I inh	CCHFV vOTU inh	BH1578 lux ind	SSB-PriA inh	DUSP3 inh	SARS 3CLpro inh	TcdB GH inh
CCOC(=O)/C(=N/Nc1ccc(Cl)cc1)S(=O)(=O)c1ccc(Cl)cc1
  3	-1	1	7	-9	-1.7	/	11	3	/
O=C1C=CC(=Nc2ccc3c(c2)Cc2ccccc2-3)O1
  1	3	/	-7	6	i	-4	/	/	6.2
N#Cc1ccc(Oc2ccc(NC(=O)C3CC=CCC3C(=O)O)cc2)cc1 (stereo unspecified)
  -1	0	4	-10	0	i	-1	11	-4	-0.2
Cc1ccc(O)c(NC(=O)/C=C/C(=O)O)c1
  4	3	4	4	-10	-0.4	-9	21	11	/
Cc1ccc(S(=O)(=O)N(CC(=O)NC2CC2)c2ccc(C)c(Cl)c2)cc1
  3	-6	5	15	6	-0.3	-8	24	-2	0.8
COC(=O)c1scc(S(=O)(=O)C(C)(C)C)c1-n1cccc1
  -5	-3	8	1	2	-0.7	-5	4	0	0.3
O=C(N/N=C/c1coc2ccc(Cl)cc2c1=O)c1ccc(O)cc1
  8	-1	/	1	3	-0.3	i	19	-1	0.7
O=C(c1ccco1)N(Cc1ccco1)c1ccc(O)cc1
  4	0	-4	1	7	i	-15	2	-1	/
COc1ccc2oc(C(=O)OCC(=O)N3CCN(S(=O)(=O)c4ccccc4)CC3)c(C)c2c1
  -7	2	1	7	1	i	6	/	/	-0.5
CCOc1nc(C)ccc1-c1noc(-c2ccccc2OC)n1
  -10	9	-2	0	-2	-0.6	-34	5	6	/
CN(C(=O)Nc1cccc(C(F)(F)F)c1)C1CCCCC1
  0	1	-6	3	4	-0.5	0	10	1	0.5
O=[N+]([O-])c1cc(Cl)ccc1NCCNc1ncc(C(F)(F)F)cc1Cl
  -2	0	9	-12	11	-0.2	-11	0	-1	/

Gathered by group, the entries above containing an aryl thioether with sulfur outside any ring.
Every second line gives: MazF activator	PrPC surface inh	Rv3671c protease	Yp Topo-I inh	CCHFV vOTU inh	BH1578 lux ind	SSB-PriA inh	DUSP3 inh	SARS 3CLpro inh	TcdB GH inh
CC1(C)Cc2ccccc2-c2nnc(SCC(=O)Nc3ccc4c(c3)OCO4)n21
  -4	26*	1	15	2	-0.5	6	-13	-2	/
c1ccc(-n2nnnc2SCc2ccccn2)cc1
  -5	1	-5	-1	-5	i	-13	-15	-7	/
COc1ccc(CCNC(=O)CSc2ccc(-c3ccncc3)nn2)cc1
  0	-6	0	2	-4	-0.4	-6	10	-2	-0.4
NC(=O)C(c1ccc(Cl)cc1)c1ccc(Sc2ccccc2)nn1 (stereo unspecified)
  3	10	-5	9	6	-0.1	-3	26	5	/
O=C(CSc1nnc(-c2ccccc2F)o1)N1CCCC1
  -5	-5	7	-10	1	i	-17	34	0	2.3
Nn1c(SCc2cccc3ccccc23)nnc1-c1ccco1
  3	1	3	5	-1	4.2	15	22	-2	/
CSc1ncccc1C(=O)NNc1cc(Cl)ccc1Cl
  -2	/	0	2	/	-0.4	-1	-18	-1	/
CCSc1nnc(-c2cccnc2)n1Cc1ccco1
  4	-6	0	-5	-12	-2.8	-6	19	4	/
